High-throughput results deposited in PubChem by several laboratories.
HSF1 inh: HSF1 inhibition. NIH3T3-HGL HSE-luciferase, MG132-induced, luminescence 8 h; stronger effect = lower value. activity change, negative = inhibition, % at 7.5 µM (by protocol). actives 0.77% (n = 300,000). AID 2098;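 active = more than half of replicate wells show activity change below -50%, luminescence cut by over half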;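 note: luciferase reports HSF-1 transcriptional activity via heat shock element; 0% = median of DMSO wells and -100% = zero luminescence signal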
aSyn 5UTR inh: 5' untranslated region of α-synuclein, MLPCN primary screen | alpha-synuclein 5'UTR reporter, inhibitor activity | inhibition, % (tested at 7.5 µM) | AID 1813 | actives 0.82% (n = 300,000); in the data active = inhibition above about 60%;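 note: H4 neuroglioblastoma cells stably carrying SNCA 5'UTR luciferase fusion; 0% = DMSO wells and 100% = positive control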
GSK3A inh: blocks human GSK-3 alpha kinase; P49840; ADP-Glo luminescence, 60 min; inhibition, % at 10 µM; actives 0.1% (n = 320,000); AID 2650;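 in the data active = inhibition above about 50%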;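 note: GST-tagged GSK-3 alpha with peptide substrate and 25 µM ATP; 0% = DMSO neutral wells and 100% = GW8510 positive control wells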
Target sequence (P49840 whole entry, looked up): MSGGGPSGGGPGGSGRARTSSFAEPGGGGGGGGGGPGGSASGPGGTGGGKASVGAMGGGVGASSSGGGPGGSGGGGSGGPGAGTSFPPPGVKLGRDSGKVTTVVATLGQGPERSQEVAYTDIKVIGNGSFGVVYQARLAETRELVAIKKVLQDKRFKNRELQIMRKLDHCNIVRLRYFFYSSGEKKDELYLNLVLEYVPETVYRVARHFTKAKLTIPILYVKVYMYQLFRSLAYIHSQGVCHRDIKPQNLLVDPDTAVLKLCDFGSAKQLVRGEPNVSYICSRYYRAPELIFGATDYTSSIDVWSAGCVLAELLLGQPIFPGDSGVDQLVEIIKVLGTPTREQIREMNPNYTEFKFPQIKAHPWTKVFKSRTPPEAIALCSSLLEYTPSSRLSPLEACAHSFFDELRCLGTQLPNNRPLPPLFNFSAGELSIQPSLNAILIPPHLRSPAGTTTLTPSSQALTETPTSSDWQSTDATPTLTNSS
HSF1 activator: increases HSF-1 driven luciferase reporter signal. NIH3T3-HGL HSF-1 luciferase reporter, MG132, 8 h; 100% = twice DMSO control signal. activation, % at 9 µM. actives 1.7% (n = 300,000);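 active = mean replicate activation of at least 50% with a set share of replicates each reaching 50%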;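 note: 0% = median of the neutral control wells and 100% = twice that signal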
IEC-6 tox: kills IEC-6 intestinal cells in KLF5 counter-screen. actives 0.78% (n = 290,000). IEC-6 cytotoxicity, luminescence viability. inhibition, % at 5 µM; in the data active = inhibition above about 22%;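 note: 0% = plate median of test compound wells and 100% = cytotoxic reference compound wells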
Platelet DG rel: platelet dense granule release activity; human platelet-rich plasma, SFLLRN dense granule ATP release, luminescence; actives 0.22% (n = 300,000); inhibition, %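 (compounds screened at 7.5 µM in platelet-rich plasma)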;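 active = mean replicate score, as percent of positive control, at or above 50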
GSK3B inh: blocks human GSK3beta kinase activity; P49841; GST-GSK3beta kinase, ADP-Glo luminescence, 60 min; stronger effect = lower value; activity score (negative = inhibition), % at 10 µM; actives 0.038% (n = 300,000);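 active = more than half of replicate wells score below -50%, meaning over 50% inhibition versus plate controls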;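 note: 0% = median DMSO wells and -100% = median GW8510 positive control wells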
Target sequence (P49841 whole entry, looked up): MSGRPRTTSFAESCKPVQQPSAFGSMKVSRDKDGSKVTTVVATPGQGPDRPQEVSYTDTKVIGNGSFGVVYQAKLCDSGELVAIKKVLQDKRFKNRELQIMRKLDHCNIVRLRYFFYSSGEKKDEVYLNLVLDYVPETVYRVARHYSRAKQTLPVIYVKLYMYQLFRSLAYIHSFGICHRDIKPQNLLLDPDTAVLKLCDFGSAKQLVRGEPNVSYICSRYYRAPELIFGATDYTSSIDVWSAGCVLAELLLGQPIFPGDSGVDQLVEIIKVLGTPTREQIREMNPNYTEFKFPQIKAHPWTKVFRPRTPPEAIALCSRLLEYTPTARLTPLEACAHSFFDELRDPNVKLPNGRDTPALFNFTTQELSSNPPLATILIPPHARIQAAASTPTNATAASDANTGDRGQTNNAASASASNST
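Test system: GST-tagged human GSK3beta kinase, cell-free; evaluation: activity score scaled between in-plate DMSO and GW8510 controls; measured by: ADP-Glo luminescence; incubation: 60 min reaction, RT; benchmarks: DMSO and 20 µM GW8510; reagent: peptide substrate plus 25 µM ATP (final); medium: Tris/MgCl2 kinase buffer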
KLF5 inh: suppresses KLF5 promoter-driven expression. DLD-1 KLF5 promoter-luciferase reporter, luminescence. inhibition, % at 5 µM. actives 0.23% (n = 290,000). AID 1700;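 active = inhibition above a per-plate limit of that plate's mean compound inhibition plus 3 SD, cut at about 60% in these data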;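 note: 0% = DMSO wells and 100% = LY294002 at 200 µM; higher means less KLF5 promoter-driven luciferase light; inactives centre near -14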
Dyrk1A ADPGlo: Dyrk1A (rat) kinase inhibition; ADP-Glo luminescence, NFATc1 peptide; inhibition, % at 12.5 µM; actives 0.43% (n = 310,000); AID 504441; in the data active = inhibition above about 50%;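 note: plate controls were vehicle with enzyme for no effect and no enzyme for full effect; many of its hits are not listed in these tables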
HSP90 inh: HSP90 refolding inhibition in rabbit reticulocyte lysate; luciferase refolding luminescence, 3 h; actives 0.91% (n = 290,000); inhibition, % at 5.6 µM; AID 1789;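 active = inhibition above the screen-wide mean plus 3 SD, computed separately per campaign, cut at about 16% in these data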;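 note: 0% = DMSO wells and 100% = 60 µM geldanamycin wells; inhibitors lower the luminescence because luciferase stays unfolded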
* = called active by the depositor; . = not tested or not shown. Some of the compounds tested. The share of hits here may be higher or lower than overall.

No. | SMILES | HSF1 inh | aSyn 5UTR inh | GSK3A inh | HSF1 activator | IEC-6 tox | Platelet DG rel | GSK3B inh | KLF5 inh | Dyrk1A ADPGlo | HSP90 inh
1 | O=S(=O)(NCC1CCCO1)c1ccc2c(c1)OCCO2 (stereo unspecified) | . | . | -1 | . | 1 | . | . | 11 | 0 | 1
2 | O=C(NC1CCCC1)C1CC(=O)N(CCc2ccccc2)C1 (stereo unspecified) | -5 | 5 | -4 | 1 | 1 | -12 | 3 | 3 | -7 | 3
3 | O=C(Cc1cccs1)NCCn1ccc2ccccc21 | 6 | -27 | -1 | -13 | -2 | -4 | 1 | -2 | 5 | -3
4 | O=C(CN(CC1CCCO1)C(=O)CNS(=O)(=O)c1ccc(F)cc1)NCc1ccc(F)cc1 (stereo unspecified) | 0 | 9 | -2 | 5 | -1 | -1 | 0 | 4 | 0 | -4
5 | Cc1[nH]c(=O)[nH]c(=O)c1/C=N/NC(=O)CCCCCNC(=O)OC(C)(C)C | -5 | -26 | 0 | -2 | -6 | -14 | 0 | -21 | . | -1
6 | COCCC(=O)N1CCC(Oc2ccc(C(=O)NCCSC)cc2)CC1 | -9 | -9 | 6 | -4 | -4 | -8 | 1 | -41 | -1 | 7
7 | CN(C)S(=O)(=O)c1cccc(C(=O)NC(=S)N(CCC#N)Cc2cccnc2)c1 | 0 | 13 | 1 | -17 | 0 | -1 | 3 | -23 | 11 | -4
8 | Cc1c(NC(=O)Nc2ccc3c(c2)OCO3)c(=O)n(-c2ccccc2)n1C | -10 | -10 | -4 | -9 | 3 | 1 | 1 | 0 | -7 | -2
9 | CCOC(=O)c1ccc(NC(=O)C(=O)NCCc2ccc(OC)cc2)cc1 | -1 | -1 | -2 | 27 | -3 | -1 | -3 | -10 | 2 | 3
10 | O=C(NCCc1ccc(F)cc1)C1CCCO1 (stereo unspecified) | -5 | -4 | 2 | -4 | 5 | -1 | -3 | -5 | 0 | 7
11 | C=CCNC(=S)NNC(=O)c1ccccc1 | -4 | -3 | -1 | -4 | 1 | 3 | -3 | -21 | 2 | 4
12 | CCN1CCN(S(=O)(=O)c2ccc(Cl)c(C(=O)Nc3ccccc3N3CCOCC3)c2)CC1 | 5 | -6 | -3 | 21 | . | 1 | 3 | . | 4 | .
13 | O=C1CC(SCc2nc3ccccc3[nH]2)C(=O)N1c1ccc(F)c(Cl)c1 (stereo unspecified) | 20 | 6 | -3 | 32 | 2 | -2 | 2 | -29 | -4 | 0
14 | CN(C)Cc1c(-c2ccc(Cl)cc2)nc2ccc(Cl)cn12 | 6 | -26 | 0 | 7 | 9 | 1 | 2 | -11 | -1 | 3
15 | CC1COC(C)(CC(=O)NN2C(=O)c3ccccc3C2=O)O1 (stereo unspecified) | -5 | -6 | -2 | 7 | 2 | -8 | -1 | -1 | -2 | 0
16 | CC1CCCC(NC(=O)CCC(=O)N2CCOc3ccccc32)C1C (stereo unspecified) | 4 | 6 | 0 | 0 | -3 | -1 | -1 | -25 | 1 | 2
17 | CC(=O)N1CCN(c2ccc(NCc3ccc(C)s3)cc2)CC1 | 5 | -35 | 0 | 10 | 1 | -4 | 2 | -30 | 1 | -1
18 | CCCCC(C(=O)NC1CCCC1)N(Cc1ccccc1)C(=O)c1snc(C(N)=O)c1N (stereo unspecified) | 12 | 4 | -2 | 19 | -2 | 2 | 0 | 21 | 1 | 4
19 | Cc1ccc(-c2cc(N)n(-c3ccc(C)cc3)n2)cc1 | 2 | -124 | -8 | 9 | 5 | 5 | 2 | -59 | 1 | 1
20 | CCc1cc(Cn2nc(-c3ccccc3)cc2C(=O)NCC2CC2)on1 | 3 | 13 | 2 | 6 | . | -1 | -1 | . | 4 | .
21 | CCOC(=O)c1cccnc1SCC(=O)N(CC)c1cccc(C)c1 | 4 | 25 | -3 | 11 | 0 | 9 | -4 | -20 | 0 | 3
22 | Oc1c(CN2CCc3ccccc3C2)cc(Cl)c2cccnc12 | -36 | 91* | -4 | -46 | -5 | -19 | 2 | -7 | 10 | 2
23 | O=c1c2c(nc3n1CCS3)c1cc(F)ccc1n2Cc1cc(=O)n2cc(Cl)ccc2n1 | -7 | 38 | -1 | -13 | 4 | 14 | 2 | -16 | . | -1
24 | Cc1onc(-c2ccccc2Cl)c1C(=O)OCc1nnc(-c2ccccc2)o1 | 17 | -17 | 0 | 23 | . | 14 | 3 | . | . | .
25 | Cc1cc(C)nc(NS(=O)(=O)c2ccc(NC(=O)C3CC3)cc2)n1 | -4 | 6 | -3 | 8 | 3 | 9 | 8 | -4 | 8 | 0

Later entries
No. | SMILES | HSF1 inh | aSyn 5UTR inh | GSK3A inh | HSF1 activator | IEC-6 tox | Platelet DG rel | GSK3B inh | KLF5 inh | Dyrk1A ADPGlo | HSP90 inh
26 | COc1ccc(CC(=O)NCC2CCCN(Cc3ccc(OC)cc3F)C2)cc1 (stereo unspecified) | 2 | 9 | -1 | -4 | -6 | 3 | 2 | -3 | -2 | -3
27 | CC(=O)Nc1ccc(NC(=O)CSc2nccn2Cc2ccc(Cl)cc2)cc1 | 2 | -7 | -1 | 21 | 7 | 7 | -1 | -19 | -6 | 2
28 | CCCn1c(SCC(=O)N2CCCCC2)nnc1C(C)C | 2 | -3 | 0 | 10 | 4 | -3 | 2 | -2 | -2 | -2
29 | CC1CN(C(=S)Nc2ccc(S(N)(=O)=O)cc2)CC(C)O1 (stereo unspecified) | -6 | 2 | -1 | 4 | 3 | 0 | 3 | -18 | 4 | -1
30 | COc1cc(NC(C)=O)c2ncccc2c1NC(C)=O | -2 | 12 | 0 | 9 | -6 | -5 | 1 | -12 | 3 | 2
31 | CC(=O)n1cc([C@@H]2C=C(C(=O)Nc3ccccc3)O[C@H](OCCCCO)C2)c2ccccc21 | 4 | -3 | -3 | 8 | 2 | -3 | 3 | 5 | 7 | -1
32 | COc1cccc(NC(=O)C2(S(=O)(=O)c3ccc(Cl)cc3)CC2)c1 | 5 | 7 | -3 | 7 | 0 | 7 | -2 | -23 | 16 | 0
33 | O=C(NCc1ccccn1)c1ccc(-c2ccccc2)cc1 | 6 | -107 | -4 | 32 | 3 | -3 | -1 | -74 | -2 | -6
34 | COc1ccc(CCN=C(N)NS(=O)(=O)c2cc(F)ccc2OC)cc1 | -5 | 11 | -2 | -5 | 3 | -37 | -4 | -28 | 7 | 0
35 | CCN1CCN(c2ncnc3c2sc(=S)n3-c2ccccc2)CC1 | 1 | -5 | -4 | 3 | 6 | -1 | -1 | 1 | 18 | -2
36 | CC(C)=CC(=O)Nc1ccc(Cl)cc1 | 27 | -90 | 0 | 51* | 6 | 3 | 1 | -128 | -39 | -3
37 | CC1(C)CC(=O)C(N=Nc2cc(C(F)(F)F)ccc2Cl)=C(O)C1 | 1 | -11 | -1 | 2 | -5 | -5 | -2 | -8 | -1 | 4
38 | Cc1ccc(NCC(=O)Nc2cccc(S(=O)(=O)N(C)C)c2)c(Cl)c1 | -7 | -9 | -2 | -9 | 1 | -2 | -1 | -20 | -4 | -1
39 | C=CCn1c(C)cc(C(=O)COc2nncc3ccccc23)c1C | 19 | -123 | -4 | 27 | -2 | 1 | 1 | -29 | -4 | -4
40 | CC(=O)Nc1ccc(CN2CCN(C3CCCCC3)C(CCO)C2)cc1 (stereo unspecified) | 0 | 15 | 2 | -8 | -11 | -1 | 3 | -11 | -5 | -3
41 | CCOC(=O)C1C(=O)Nc2nc3ccccc3n2C1C(C)C (stereo unspecified) | -3 | 2 | 5 | -7 | -2 | 9 | 3 | 14 | -4 | -3
42 | Cc1ccc(S(=O)(=O)Nc2cccc(NC(=O)CN3CCCCC3)c2)cc1 | 1 | 26 | -11 | 4 | -1 | 2 | 2 | -7 | -3 | -1
43 | Cc1ccc(/C=N/NC(=O)c2cccc3ccccc23)o1 | -5 | 0 | -2 | 4 | 11 | 5 | 5 | -5 | -6 | -7
44 | O=C(c1ccc(OCC2CCCO2)cc1)N1CCN(c2ccccc2)CC1 (stereo unspecified) | -5 | -6 | 4 | -3 | 1 | -2 | 2 | -12 | 9 | -1
45 | CSc1nc2ccccc2n1CC(=O)N1CCCCC1 | -3 | 0 | 2 | 7 | -6 | 6 | -2 | 6 | 2 | -4
46 | CCC(C(=O)OCC(=O)NC(=O)c1ccccc1)c1ccccc1 (stereo unspecified) | -22 | -1 | -1 | -41 | . | -29 | -3 | . | 1 | .
47 | CCCc1nnc(SCC(=O)N2CCCC2)n1CC1CCCO1 (stereo unspecified) | -4 | -17 | -1 | -9 | -5 | -2 | 6 | -22 | -3 | -8
48 | Cc1ccc(CN2CCC(NC(=O)c3ccccc3)CC2)cc1 | -3 | 10 | -2 | -4 | 5 | -2 | 1 | -21 | -3 | 3
49 | Cn1cnnc1SCc1ccc(C(=O)O)cc1 | -8 | 4 | -3 | -21 | 3 | 16 | 1 | -33 | 3 | 0
50 | Nc1ccc(Oc2ccccc2F)nc1 | -13 | -9 | 1 | -2 | -2 | -2 | 3 | 8 | -7 | 3

The results go on:
No. | SMILES | HSF1 inh | aSyn 5UTR inh | GSK3A inh | HSF1 activator | IEC-6 tox | Platelet DG rel | GSK3B inh | KLF5 inh | Dyrk1A ADPGlo | HSP90 inh
51 | C=C(C)C1Cc2c(C)nn(-c3ccccc3)c2C1 (stereo unspecified) | 2 | -4 | 1 | 3 | -2 | -2 | 0 | -4 | -2 | 2
52 | Cc1ccc(Nc2nc3nonc3[nH]c2=O)cc1Cl | -1 | -72 | -1 | 2 | -7 | -2 | 2 | -35 | 8 | 2
53 | COc1ccc(S(=O)(=O)N(CC(=O)NCc2ccncc2)c2cc(C)cc(C)c2)cc1OC | -4 | -10 | 2 | 21 | -5 | -4 | 1 | 2 | -3 | 1
54 | CCC(C(=O)N1CC2(C)CC1CC(C)(C)C2)N1C(=O)c2ccccc2C1=O (stereo unspecified) | -3 | -1 | -1 | 7 | -4 | 0 | 1 | -29 | 6 | 2
55 | CCOc1cc(NC(=S)NCCCN(C)C)c(OCC)cc1NC(=O)C1CC1 | 2 | -10 | -1 | -5 | -2 | -8 | 3 | 1 | -3 | 3
56 | O=C(CSc1nnc(Cc2cc(=O)[nH]c(=O)[nH]2)n1-c1ccccc1)N1CCCCC1 | -2 | -19 | -3 | -13 | 10 | 3 | 6 | -29 | -5 | 0
57 | CC(=O)NS(=O)(=O)c1ccc(NC(=O)c2ccccc2F)cc1 | -6 | 7 | -3 | -11 | 4 | 3 | 0 | -23 | -21 | 0
58 | COc1ccccc1N1CCN(C(=O)c2ccc(Cn3c(=O)[nH]c4ccsc4c3=O)cc2)CC1 | 7 | 5 | -1 | 4 | 3 | -18 | 1 | -20 | 5 | -3
59 | COc1ccc(NS(=O)(=O)Cc2ccccc2)cc1OC | -2 | 3 | . | 15 | 1 | -13 | 0 | -25 | -5 | -2
60 | O=C(CCC(=O)NNC(=O)c1ccccc1[N+](=O)[O-])NCc1ccccc1 | -9 | -11 | -2 | -10 | 5 | 0 | -3 | -18 | -1 | -4
61 | COC(=O)c1cc(Cl)c(NC(=O)C(C)C)cc1OC | -2 | 12 | -1 | 19 | -8 | 22 | -4 | -18 | -5 | 0
62 | COc1ccc(Cn2nnnc2C(c2ccc3ncccc3c2)N2CCN(C3CCCCC3)CC2)cc1 (stereo unspecified) | -9 | 7 | 0 | 2 | 0 | 4 | 1 | -15 | 6 | 1
